ABHD5-PLIN5 inh: blocks binding of human ABHD5 to perilipin-5 | AID 602281 | Q00G26+Q8WTS1 | Split G. princeps luciferase complementation, luminescence, 4 h | inhibition, % at 4 µM | 360,000 compounds, 0.78% hits;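 active = inhibition above the mean inhibition across every tested compound plus 3 SD, cut at about 22% in these data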;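 note: 0% = DMSO only wells and the 100% control is not disclosed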
SRC1 inh: inhibits human SRC1 coactivator; Q15788; HEK293 GAL4-SRC1 luciferase reporter, luminescence; inhibition, % at 3.6 µM; 360,000 compounds, 0.12% hits; AID 588354;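 active = inhibition above the campaign mean plus 3 SD, with each screening campaign given its own cutoff, cut at about 60% in these data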;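 note: 0% = DMSO treated cells and 100% = gossypol at 36 µM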
NR5A2 inv ag: NR5A2 inverse agonism in reporter assay; inhibition, % at 3.6 µM; O00482; HEK293T StAR-luciferase reporter, LRH-1 transfected, 24 h; 360,000 compounds, 0.13% hits;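 active = inhibition above the mean inhibition of all tested compounds plus 3 SD, cut at about 73% in these data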;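 note: 0% = DMSO wells and 100% = reporter-only cells lacking LRH-1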
TWEAK-Fn14 inh: inhibitors of TWEAK-Fn14 interaction signaling; inhibition, % at 10 µM; 360,000 compounds, 2% hits; TWEAK-stimulated Fn14 reporter cells, luciferase luminescence, 8 h; in the data active = inhibition above about 50%
Exocytosis inh: blocks lytic granule exocytosis; 360,000 compounds, 0.66% hits; inhibition, % at 10 µM; TALL-104 LAMP-1 surface exposure, flow cytometry; cells stimulated with thapsigargin and PMA;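 active = inhibition above about 55%, limit read from the data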
NOD2 RIPK2 PPI: NOD2-RIPK2 protein interaction inhibition | O43353 | CHO BLA complementation NOD2-RIPK2, CCF4 ratio | inhibition, % at 4.98 µM | 360,000 compounds, 0.38% hits; in the data active = inhibition above about 21%;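 note: 0% = vehicle only and 100% = reference blocker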
Target sequence (O43353 whole entry, looked up): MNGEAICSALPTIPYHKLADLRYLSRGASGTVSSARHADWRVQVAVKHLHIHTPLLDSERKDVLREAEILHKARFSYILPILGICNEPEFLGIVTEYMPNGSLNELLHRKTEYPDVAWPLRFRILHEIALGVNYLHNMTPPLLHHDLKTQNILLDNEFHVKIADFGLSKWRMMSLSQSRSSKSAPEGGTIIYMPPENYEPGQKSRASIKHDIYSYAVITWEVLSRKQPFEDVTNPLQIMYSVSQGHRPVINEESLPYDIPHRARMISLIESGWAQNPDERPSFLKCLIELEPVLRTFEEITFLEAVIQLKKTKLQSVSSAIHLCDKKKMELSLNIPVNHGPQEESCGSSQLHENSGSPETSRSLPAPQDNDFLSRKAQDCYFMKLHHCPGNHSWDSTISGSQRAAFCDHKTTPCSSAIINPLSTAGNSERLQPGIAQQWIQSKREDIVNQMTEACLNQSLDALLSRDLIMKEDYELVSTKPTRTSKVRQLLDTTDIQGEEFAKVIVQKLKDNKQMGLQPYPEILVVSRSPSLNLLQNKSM
NCOA3 inh: inhibitors of human steroid receptor coactivator 3 (SRC3) | Q9Y6Q9 | HEK293 GAL4-SRC3 luciferase reporter, luminescence | inhibition, % at 3.6 µM | 360,000 compounds, 0.17% hits | AID 588352;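 active = inhibition above a per-campaign cutoff, the mean of all compounds plus 3 SD, cut at about 60% in these data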;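 note: 0% = DMSO-treated cells and 100% = gossypol-treated cells at 36 µM; higher means less SRC3-driven luciferase light from the GAL4 reporter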
NR2F2 inh: NR2F2 (human) inhibition, primary screen; inhibition, % at 8.6 µM; P24468; 370,000 compounds, 0.7% hits; HEK293T NGFI-A luciferase reporter, luminescence;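 active = inhibition above a per-plate cutoff, mean inhibition of test wells between control levels plus 3 SD, cut at about 38% in these data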;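 note: cells cotransfected with COUP-TFII expression vector driving the NGFI-A reporter; 0% = median of COUP-TF2 test wells and 100% = reporter-only cells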
Target sequence (P24468 whole entry, looked up): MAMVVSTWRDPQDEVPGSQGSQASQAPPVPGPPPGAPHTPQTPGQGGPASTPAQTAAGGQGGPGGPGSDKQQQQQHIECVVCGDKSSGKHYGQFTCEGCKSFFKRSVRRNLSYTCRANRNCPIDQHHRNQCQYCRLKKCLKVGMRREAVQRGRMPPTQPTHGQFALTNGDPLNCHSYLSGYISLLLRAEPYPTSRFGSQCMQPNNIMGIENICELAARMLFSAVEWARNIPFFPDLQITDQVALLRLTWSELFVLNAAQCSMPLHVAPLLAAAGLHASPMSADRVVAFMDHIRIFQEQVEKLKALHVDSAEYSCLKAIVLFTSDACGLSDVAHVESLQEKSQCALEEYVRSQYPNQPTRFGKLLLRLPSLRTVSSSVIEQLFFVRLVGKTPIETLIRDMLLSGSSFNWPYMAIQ
TLR9-MyD88 inh: blocks human TLR9 binding to MyD88; 340,000 compounds, 0.21% hits; inhibition, % at 4.98 µM; Q9NR96+Q99836; CHO BLA complementation TLR9-MyD88, CCF4 FRET ratio;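 active = inhibition above the mean over all tested compounds plus 3 SD, cut at about 21% in these data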;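 note: 0% = DMSO only wells and 100% = clavulanate BLA inhibitor control wells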
TROY NFkB inh: blocks TROY-dependent signaling in reporter cells; Q293 LMP1-TROYcd NF-kB luciferase reporter, 4 h; inhibition, % at 10 µM; 360,000 compounds, 0.98% hits;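 active = compounds whose plate-normalised and pattern-corrected inhibition of the luciferase reporter signal at the single screening dose is 50% or more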
SRC2 inh: human SRC2 (NCOA2) inhibition; AID 651957; 370,000 compounds, 0.17% hits; inhibition, % at 9 µM; HEK293 GAL4-SRC2 luciferase reporter, luminescence; Q15596;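 active = inhibition above the mean inhibition of all tested compounds plus 3 SD, set per campaign, cut at about 52% in these data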;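 note: 0% = DMSO treated cells and 100% = cells given Gossypol at 36 µM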
Numbers without * were called inactive; nt = not tested or not shown.

Results follow in this order: ABHD5-PLIN5 inh, SRC1 inh, NR5A2 inv ag, TWEAK-Fn14 inh, Exocytosis inh, NOD2 RIPK2 PPI, NCOA3 inh, NR2F2 inh, TLR9-MyD88 inh, TROY NFkB inh, SRC2 inh
COc1ccc(S(=O)(=O)N(CC(=O)N2CCN(C)CC2)C2CCCCC2)cc1OC
  -10, 12, 14, -1, 0, -2, -25, -2, 3, nt, 15
CC(=O)Nc1ccc(S(=O)(=O)Nc2cccc(-n3c(C)nc4ccccc4c3=O)c2)cc1
  -1, -3, 9, -15, -1, -5, 7, 14, -2, -25, -26
Cc1c(C(=O)O)sc2nc(CSc3nnc(-c4ccc(F)cc4)n3C)[nH]c(=O)c12
  6, 0, -8, -4, -3, 4, -5, 3, 7, 5, 6
Cc1ccccc1C(=O)Oc1ccc(Br)cc1C(=S)N1CCCC1
  1, -9, -6, 15, -4, 1, 24, -7, -10, -12, -1
CNC(=O)c1[nH]cnc1C(=O)Nc1ccccc1C
  2, -4, 1, 1, 0, -16, 6, -4, 5, -16, -2
COc1ccc(C2=Nc3ccccc3NC(=O)C2N(CCc2cc(OC)cc(OC)c2)C(C)=O)cc1 (stereo unspecified)
  1, 1, 1, -8, -6, -1, 4, -12, nt, 6, -11
Oc1ccc(Br)cc1C=Nc1cccn2cc(-c3ccccc3)nc12
  -3, -33, -14, 7, -6, 6, -48, -5, 6, -2, -64
O=C(CSc1nc(O)c(Cc2ccccc2)c(=O)[nH]1)Nc1ccccc1
  -4, -18, -18, -9, 0, -5, -6, -20, -3, 9, -41
COc1ccc(-n2c(SCC(=O)Nc3cc(C)on3)nc3ccc(O)cc3c2=O)cc1OC
  0, 7, 16, -15, 0, -10, -16, 17, 3, -28, -5
CCc1ccc(NC(=O)C(=O)N/N=C(\C)CC(=O)NCCOC)cc1
  -2, -22, -11, 12, -4, -34, 10, 0, -7, 4, 0
COc1ccc(C(=O)C2=NN(C(C)=O)CC2c2ccco2)cc1 (stereo unspecified)
  11, -49, 0, 8, -1, -7, 17, -22, -6, -7, -19
CS(=O)(=O)N(CC(=O)Nc1ccccc1C(=O)N1CCCC1)c1ccc2c(c1)OCO2
  -5, -21, -5, -1, 0, -3, -7, 13, 6, 2, 19
COc1ccc(/C=N/Nc2ncnc3scc(-c4ccccc4)c23)cc1OC
  -2, 2, 14, 37, 3, 3, 5, -1, -41, 24, -12
C(=C\c1ccccc1)/CSc1nc2ncccc2[nH]1
  2, -13, -54, -4, 4, -18, -45, -17, 0, -42, -52
CC1=C(C(N)=O)C(c2ccc(Cl)cc2)n2nc(CCCO)nc2N1 (stereo unspecified)
  -1, -9, -9, -1, -2, 1, 7, 6, -2, 14, 17
COc1ccc(-c2c(C#N)c(N)nc3c2CCCCCC3)cc1OC
  -4, 0, -4, -9, 0, 1, 2, 16, 4, -15, -6
O=C(Cc1ccccc1)Nc1cccc([N+](=O)[O-])c1
  -3, -4, 1, -5, 1, 2, 13, 9, 3, 5, -1
Cc1cc(-c2n[nH]c(=S)n2-c2ccc(F)cc2)nn1C
  -1, 10, 16, 17, 23, -6, -2, 4, 5, 7, -1
Cc1c(C(=O)O)c(-c2ccccc2)nn1-c1ccccc1
  8, 9, 16, -2, 0, 3, 5, -1, -11, 9, -22
COc1ccc(-c2noc(CN(C(=O)c3ccc4c(c3)OCO4)C(C)C)n2)cc1
  6, 1, -4, 5, -4, -5, -4, 12, 6, -25, -7
CC1CC(=O)C2=C(C1)Nc1nc3ccccc3n1C2c1cccnc1 (stereo unspecified)
  -2, 17, 4, -1, 0, -5, 11, 3, -6, -2, 10
COc1nc2ccc(C)cc2cc1-c1noc(-c2ccccc2)n1
  0, -4, -12, -40, -2, -9, 9, -2, -8, -21, 4
Cn1c(CCN2CCCCCC2)nc2cc(NC(=O)Nc3ccccc3)ccc21
  14, -41, -95, -17, -2, 9, -58, -87, 2, -23, -78
CC(NS(=O)(=O)OCC(Cl)(Cl)Cl)c1ccc(C(C)(C)C)cc1 (stereo unspecified)
  -9, 14, 12, 12, -15, -4, 8, 4, 5, -17, 0
Cn1ncc2c1ncn1nc(CCc3ccccc3)nc21
  -2, -74, -104, 28, -3, -5, -89, -48, 0, -48, -18
CCCc1cc(=O)[nH]c(SCCN2C(=O)c3ccccc3C2=O)n1
  0, -19, -14, 27, 8, -6, 3, -6, 12, 5, -17
CC(=O)NC(c1ccccc1)c1nc(-c2cccc(C#N)c2)cs1 (stereo unspecified)
  1, 9, 15, 6, -17, 0, -11, 9, nt, 0, 18
O=C(Nc1ccnn1C1CCN(C(=O)c2ccc(F)c(Cl)c2)CC1)C1CC1
  -2, -27, -8, 9, 1, -2, -15, 6, -16, -15, -4
Cc1cc(OCCCC(=O)NC2=NCCS2)ccc1Cl
  -7, -21, -26, 4, -3, -1, -48, 2, -4, 1, -19
CC(=O)Nc1ccc(S(=O)(=O)Nc2nc(-c3ccc(C(C)(C)C)cc3)cs2)cc1
  1, -14, -3, -14, 7, -13, -10, -34, 4, -21, -9
Cc1ccc(N(C(=O)Nc2ccccc2)C2=NCCC2)cc1
  2, 1, 13, -7, 3, -3, 2, 0, nt, -12, -17
O=C(Nc1ccc(C(=O)NCC2CCN(Cc3ccccc3F)CC2)cc1)C1=CSCCO1
  -5, -7, -11, -27, 9, -2, -2, -27, -9, 8, -20
COc1ccc(NC(=S)NC2CCCCC2)c(OC)c1
  1, 0, -8, -5, -2, 0, 8, 1, 0, -5, 11
O=C(Cn1ncc2c1-c1ccccc1OC2)Nc1ccc(Cl)cn1
  -4, 1, 12, 20, -6, -6, 3, 7, 13, 8, 13
COC(=O)c1ccc(NC(=O)Cn2c(-c3nonc3N)nc3ccccc32)cc1
  1, -3, 2, -16, -1, -10, 46, -21, 6, -20, -10
COc1cccc(-c2cc(C(=O)Nc3cc(C)n(Cc4ccc(Cl)cc4)n3)no2)c1
  1, 30, -2, 31, -2, -9, 28, 17, -5, 33, -11
O=C(NCc1ccccn1)c1cccc(S(=O)(=O)Nc2ccc(SC(F)F)cc2)c1
  -1, -13, 10, -7, -2, -2, 17, 15, 1, -1, -15
CC1=CC(C)(C)NC(=S)N1c1cccc(Cl)c1
  -4, -2, -1, 33, -7, 0, 3, -47, 5, -4, -34
Cc1cccc(NC(=O)CCC2CCN(C(=O)C3CC=CCC3)CC2)c1 (stereo unspecified)
  1, -9, 7, 2, 0, -3, 27, 4, -5, -13, 0
COc1ccccc1CC(=O)N1CCN(S(=O)(=O)c2cccs2)CC1
  -3, -13, 14, 1, 3, -11, -18, 0, -1, 5, 0
CCN(CC)CCNC(=O)c1c(C)n(-c2ccccc2)c2cc(Br)c(OC)cc12
  19, -33, 17, -67, 10, 6, -26, -19, 6, 24, -6
CC(=O)/C(=N/Nc1ccccc1Cl)Sc1nnc(C(O)c2ccccc2)n1-c1ccccc1 (stereo unspecified)
  1, -21, -4, 1, -5, -5, -29, 13, 7, 15, 22
S=C(NC1CCCCC1)N(CCc1ccccc1)CCc1ccccc1
  -9, 12, -3, -6, 3, 3, -9, -3, 2, -13, 25
O=C1SCC(c2ccc(Cl)cc2Cl)=NN1Cc1nnc(-c2ccccc2)o1
  -3, -20, 15, -11, 0, -4, -2, 14, -3, 12, -23
Cc1nccn1CC(=O)N/N=C/c1cccs1
  -5, 1, -3, 74*, 18, -12, 18, -1, 7, -5, 1
Cc1ccc(SCC(=O)OCC(=O)N(CC(C)C)c2c(N)n(Cc3ccccc3)c(=O)[nH]c2=O)c(C)c1
  2, -9, 1, -2, 0, -2, 14, -10, 2, 16, -9
CC(C)NC(=O)C(c1ccc(F)cc1)N(Cc1ccco1)C(=O)CCC(=O)Nc1ccccn1 (stereo unspecified)
  5, 10, 11, 22, 4, -16, 14, -20, 5, -2, 0
COc1ccc(-c2csc(NC(C)=O)n2)cc1OC
  3, -29, -16, -21, 1, 1, -1, -10, 6, -7, -39
Cc1ccccc1C(=O)NCCN=C1NS(=O)(=O)c2ccccc21
  3, 6, 25, -8, -4, -4, -12, -3, 3, -8, -2
Cc1cc(C)cc(OCC(=O)O/N=C(\N)c2cccnc2)c1
  -6, 0, 12, -2, -9, -5, 8, -5, nt, -23, 0
O=C(CSc1nc2ncccc2[nH]1)Nc1ccccc1-c1ccccc1
  4, -9, 10, 17, 0, -4, 19, 3, 12, -7, 17
COc1ccc(CCNC(=O)Cn2ccc3c(OC)cccc3c2=O)cc1OC
  -1, 2, 20, -4, -7, 6, 19, 11, 7, -2, -3
CCOc1ccc(=O)n(-c2ccccc2)n1
  -1, -18, 19, 5, -2, -4, 4, -1, 10, 0, -4
CCOC(=O)c1c(C)[nH]c(C(=O)NNC(=O)c2ccc(C(C)(C)C)cc2)c1C
  -4, 6, -10, 11, -2, -3, 11, -4, -17, 16, -5
O=C1NC(=O)C(=CC=Cc2ccccc2)S1
  1, -49, -59, -20, 10, -7, -41, -14, 2, -35, -19
O=C(C1CC1)N1CCc2cc(Br)cc(S(=O)(=O)N3CCOCC3)c21
  -2, 14, 0, 7, 0, -12, 3, -3, -7, -16, -7
CC(C)CNC(=O)CSc1nc(-c2cccs2)cc(C(F)(F)F)n1
  2, 4, 14, 3, 1, -3, 11, -1, 4, 15, -18
Cc1nc2sccn2c(=O)c1S(=O)(=O)NCCc1ccccc1
  -1, 10, 23, 8, 1, 0, -6, -36, 8, -4, -4
Cc1ccc(CS(=O)(=O)Cc2ccc(C(=O)NCc3cccnc3)o2)cc1
  5, 7, 14, 48, -2, 0, 32, -11, -6, 12, 5

These rows are one share of the data; count on the stated rates, not on these rows.
